Assay outcomes (PubChem)
Cycloheximide cs = counter-screen for Shiga toxin inhibitors: cycloheximide protein synthesis inhibition | hit rate 12% among 300,000 | max response, % | cell reporter, cycloheximide protein synthesis inhibition counterscreen; in the data active = max response mostly above about 13%, no sharp cut-off; inactive = mostly below about 14%; also: read at 38.3 µM for the half of the compounds with a filed dose; 0% is about no effect
Pf growth 48h = inhibits P. falciparum growth in the first generation, 48 h. P. falciparum luciferase growth in erythrocytes, 48 h. Potency, µM (top dose mostly 28.7 µM), for the others: at the highest dose activity change, negative = inhibition, hits mostly inhibitors. hit rate 5.9% among 310,000. AID 504832; also: potency is read from the fitted curve at half-maximal effect; % is scaled to controls: 0 for no effect and ±100 for the full control effect
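Here the parasites carry a stable luciferase gene and grow inside erythrocytes in Albumax-based RPMI medium with compound for one erythrocytic cycle. Activity is scored as loss of luminescent signal.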
TbPYK inhibitor = blocks Trypanosoma brucei pyruvate kinase. Q57TT1. TbPYK enzyme, Kinase-Glo Plus ATP luminescence, 45 min. Potency, µM (doses to about 76.8 µM), inactives show at the highest dose activity, negative = inhibition, actives largely listed as inhibitors. hit rate 0.12% among 410,000. AID 624173; also: potency is read from the fitted curve at half-maximal effect; % is scaled to controls: 0 for no effect and ±100 for the full control effect; nearly all actives have a fitted effect of over 50% in size
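Assay buffer: 50 mM TEA pH 7.2, 100 mM KCl, 10 mM MgCl2, 0.05% BSA, 0.01% Tween-20. Pyruvate kinase from T. brucei plus substrate met compound, then ADP (130 uM final). Luminescence was read post 45 min RT.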
LmPK inhibitor = blocks Leishmania mexicana pyruvate kinase activity. hit rate 0.37% among 290,000. Potency, µM (titrated, usually from 57.5 µM), without a hit: top-dose activity change, negative = inhibition, most hits filed as inhibitors. purified LmPK, Kinase-Glo ATP luminescence, 1 h; also: potency is read from the fitted curve at half-maximal effect; % is scaled to controls: 0 for no effect and ±100 for the full control effect
Target sequence (Q27686 whole entry, looked up): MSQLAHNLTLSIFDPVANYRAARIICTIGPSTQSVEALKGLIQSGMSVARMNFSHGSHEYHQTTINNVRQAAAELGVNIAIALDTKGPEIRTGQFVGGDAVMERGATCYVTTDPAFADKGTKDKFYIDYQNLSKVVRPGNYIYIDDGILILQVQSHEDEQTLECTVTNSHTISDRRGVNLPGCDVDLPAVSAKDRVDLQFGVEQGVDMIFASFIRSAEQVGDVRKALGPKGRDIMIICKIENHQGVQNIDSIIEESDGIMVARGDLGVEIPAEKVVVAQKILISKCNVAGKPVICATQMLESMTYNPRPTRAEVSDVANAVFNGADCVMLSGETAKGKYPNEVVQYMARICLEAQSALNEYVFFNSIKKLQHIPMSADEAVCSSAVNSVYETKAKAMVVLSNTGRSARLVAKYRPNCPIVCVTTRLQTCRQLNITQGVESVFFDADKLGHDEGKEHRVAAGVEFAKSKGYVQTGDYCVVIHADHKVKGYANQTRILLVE
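ATP generated from ADP (0.1 mM) and PEP (0.5 mM) by 0.1 nM LmPK over 1 h at room temperature (pH 7.2 imidazole buffer) was detected by coupled luciferase luminescence. Values were normalized to uninhibited and no-enzyme wells.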
Shiga inhibitor = Shiga toxin inhibition; Vero cells, Shiga toxin protein synthesis inhibition reporter; inhibition, % at 38.7 µM; hit rate 9.2% among 290,000; AID 2315; in the data active = inhibition mostly above about 28%, no sharp cut-off; inactive = mostly below about 43%; also: 0% is about no effect
AmpC no deterg = AmpC beta-lactamase inhibition without detergent. AmpC nitrocefin hydrolysis, absorbance 480 nm, 0.0001% Triton. AID 485341. hit rate 0.52% among 330,000. Potency, µM (titrated, usually from 57.1 µM), for the others: top-dose activity change, negative = inhibition, usual class: inhibitors;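 also: potency is read from the fitted curve at half-maximal effect; plate controls were no compound for no effect and no enzyme for full effect; nearly all actives have a fitted effect of over 20% in size; some results filed as inactive show a strong effect at the top dose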
Target sequence (P00811 whole entry, looked up): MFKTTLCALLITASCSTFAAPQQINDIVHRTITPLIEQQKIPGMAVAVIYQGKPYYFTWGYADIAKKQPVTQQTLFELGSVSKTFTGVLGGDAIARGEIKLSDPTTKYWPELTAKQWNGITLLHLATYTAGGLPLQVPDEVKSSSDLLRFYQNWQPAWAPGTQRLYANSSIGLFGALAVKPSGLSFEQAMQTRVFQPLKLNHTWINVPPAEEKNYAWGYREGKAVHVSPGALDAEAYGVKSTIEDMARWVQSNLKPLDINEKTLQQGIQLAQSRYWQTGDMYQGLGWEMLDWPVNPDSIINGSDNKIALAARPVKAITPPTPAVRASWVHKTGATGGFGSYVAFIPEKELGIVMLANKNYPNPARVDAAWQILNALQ
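AmpC (5.3 nM in the dispensed reagent) in 20 mM phosphate pH 7.0 with 0.01% (detergent screen) or 0.0001% Triton X-100 was preincubated with compounds for 15 min at room temperature. Nitrocefin was then added from an 800 uM solution, and hydrolysis was followed at 480 nm.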
Pf growth 96h = inhibits malaria parasite growth, 96 h | Potency, µM (highest dose often 28.7 µM), inactives show at the highest dose activity change, negative = inhibition, actives largely listed as inhibitors | P. falciparum luciferase reporter growth, 96 h | hit rate 6.9% among 320,000 | AID 504834; also: potency is read from the fitted curve at half-maximal effect; % is scaled to controls: 0 for no effect and ±100 for the full control effect
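P. falciparum expressing integrated firefly luciferase, in erythrocytes at 2% hematocrit, 0.05% parasitemia, incubated with compounds 96 h at 37 C, 5% CO2. Growth inhibition read as loss of luminescence; two-generation exposure targets delayed-death apicoplast inhibitors.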
The depositor's hits bear a star; ? = inconclusive; . = not tested or not shown; & = joins results of further samples; [ ] = dose if it differs, or a comment. Unless noted, calls follow the shape of the dose curve; as a rule, active = well fitted curve in the direction sought with a large enough effect; inconclusive = small, poorly fitted or top-dose-only effect, or another doubt; inactive = no such curve, though single readings can be large; an effect the other way counts as inactive or inconclusive. Rows are unselected; 22% or so of the library scored in one or more.

Sequence of screens – Cycloheximide cs	Pf growth 48h	TbPYK inhibitor	LmPK inhibitor	Shiga inhibitor	AmpC no deterg	Pf growth 96h
Cc1ccc(C(=O)Nc2cccc(C(F)(F)F)c2)cc1NC(=O)c1csc(-c2ccncc2)n1
  8	-29%	3%&-9%	2%	8	58%	?
O=C(NCc1ccccc1)NCC12CC3CC(CC(C3)C1)C2
  -5	?	-1%	2%	18	3%[2.29 µM]	?
C=CCn1c(SCC#N)nc2sc(CC)cc2c1=O
  -1	-6%	-9%	0%	2	-14%	289%[activator]
Cc1ccc(-n2[nH]c(=O)c(-c3ccccn3)c2C)cc1
  -2	-37%	-6%	?	-9	-13%	7%
Cc1onc(-c2ccccc2Cl)c1C(=O)N1CCC(C(N)=O)CC1
  -6	-11%	1%	0%	-7	-3%	1%
O=C(NC(c1ccccc1)c1ccccc1)C1CCCC1
  -2	-24%	-6%	1%	-9	-13%	62%[activator]
Cc1csc(SCc2nnc(-c3ccc(Cl)cc3)o2)n1
  32*	.	-2%	5%	91*	-15%	41%[activator]
Cc1ccc2nc(SCC(=O)Nc3ccc4[nH]c(=O)[nH]c4c3)[nH]c2c1
  .	44%[activator]	-4%	.	.	25%	76%[activator]
COC(=O)c1cc2sccc2n1CC(=O)N1CCCc2ccccc21
  -1	?	-4%	3%	25	-5%	?
C#CCOCCOCCOCCNc1nc(N2CCN(C(=O)CCCCCCCCCCNC(=O)[C@H]([C@@H](C)CC)n3cc(CCCCN=C(N)N)nn3)CC2)nc(N2CCN(C(=O)CCCCCCCCCCNC(=O)[C@H](CO)n3cc(CCCSC)nn3)CC2)n1
  .	0.33µM*	1%	.	.	246%[activator]	0.37µM*
O=C1CNC(=O)c2c(nc3n2CCC3)N1
  -2	4%	1%	1%	-7	-1%	.
Cc1cc(C(=O)NNC(=O)Nc2cccc(C(F)(F)F)c2)no1
  -1	-2%	4%	2%	-6	-13%	?
COc1nccnc1NS(=O)(=O)c1ccc(NC(=S)NC(=O)c2ccccc2F)cc1
  -2	-21%	2%	-3%	-7	-21%	98%[activator]
O=C(Nc1cccnc1)c1ccc(Cl)cc1[N+](=O)[O-]
  -1	5%	-7%	11%	-4	-10%	-37%
Cc1csc(N(C(=O)CCNC(=O)c2ccc([N+](=O)[O-])cc2)c2ccccc2)n1
  1	10%	-2%	-1%	-12	-14%	-13%
C=C1C(=O)O[C@H]2C[C@@H](C)[C@@H]3C=CC(=O)[C@@]3(C)C[C@H]12
  40*	5.2µM*	-1%	0%	47*	32%	8.3µM*
N/C(=N\OC(=O)c1ccc([N+](=O)[O-])cc1Cl)c1ccccn1
  14*	117%[activator]	?	18µM*	32	-7%	?
COc1cc(NC(=S)Nc2ccc(N(C)C(C)=O)cc2)cc(OC)c1
  -3	-5%	6%	1%	-19	-23%	-21%
Cc1c(/C=C2\SC(=O)N(CC(=O)Nc3ccc4c(c3)OCO4)C2=O)c2ccccc2n1C
  -2	23%	-1%	0%	-8	-40%	9%
O=C(O)c1ccc2c(c1)ncn2C1CCCCCC1
  -5	.	-17%	-1%	18	-17%	.

Fetched by compound from the list above, 3 records:
Sequence of screens – Cycloheximide cs	Pf growth 48h	TbPYK inhibitor	LmPK inhibitor	Shiga inhibitor	AmpC no deterg	Pf growth 96h
C=C1C(=O)O[C@H]2C[C@@H](C)[C@@H]3C=CC(=O)[C@@]3(C)C[C@H]12
  40*	5.2µM*	-1%	0%	47*	32%	8.3µM*
O=C(O)c1ccc2c(c1)ncn2C1CCCCCC1
  -5	.	-17%	-1%	18	-17%	.
O=C(Nc1cccnc1)c1ccc(Cl)cc1[N+](=O)[O-]
  -1	5%	-7%	11%	-4	-10%	-37%

Compound profiles (already shown). Screens in order: Cycloheximide cs | Pf growth 48h | TbPYK inhibitor | LmPK inhibitor | Shiga inhibitor | AmpC no deterg | Pf growth 96h
COc1nccnc1NS(=O)(=O)c1ccc(NC(=S)NC(=O)c2ccccc2F)cc1 across the screens: -2 | -21% | 2% | -3% | -7 | -21% | 98%[activator]
COC(=O)c1cc2sccc2n1CC(=O)N1CCCc2ccccc21 across the screens: -1 | ? | -4% | 3% | 25 | -5% | ?

(list continues)
Sequence of screens – Cycloheximide cs	Pf growth 48h	TbPYK inhibitor	LmPK inhibitor	Shiga inhibitor	AmpC no deterg	Pf growth 96h
c1coc(-c2nnc(-c3cccs3)o2)c1
  49*	108%[activator]	0%	-16%	81*	-12%	21%
Cc1ccc(S(=O)(=O)NNC(=S)Nc2cccc(C)c2C)cc1
  5	11%	-12%	4%	-14	-1%	0%
COCCSc1nc2c(c(=O)[nH]c(=O)n2C)n1CCC(C)C
  -3	.	-1%	4%	2	-12%	-58%
CCNc1nc(Oc2ccc(C#N)cc2)cc(C(F)(F)F)n1
  -3	-13%	4%	-1%	-5	-26%	-20%
O=C(CSc1ccccc1)Nc1cccnc1
  17	19%	2%	0%	27	-30%	.
CC1=C(C)CS(=O)N(c2ccc(S(N)(=O)=O)cc2)C1 (stereo not drawn)
  -3	0%	-18%	-1%	40	-12%	9%
CCN1C(C)=C(C)S/C1=C1\SC(=S)N(N)C1=O
  -1	11%	-1%	4%	-5	21%	52%[activator]
CC(C)(C)c1ccc(COn2ccnc2)cc1
  24	?	-3%	1%	41	52%	?
NC(=O)c1cccc(-c2noc(-c3ccccc3F)n2)c1
  .	?	3%	.	.	-22%&-24%	?
COc1ccc(S(=O)(=O)N2CCC(C(=O)N[C@@H](C)C(=O)NCc3ccncc3)CC2)cc1
  -2	5%	2%	0%	-6	-2%	?

Going on with the list:
| Structure | Cycloheximide cs | Pf growth 48h | TbPYK inhibitor | LmPK inhibitor | Shiga inhibitor | AmpC no deterg | Pf growth 96h |
| --- | --- | --- | --- | --- | --- | --- | --- |
| CCCCn1c(O)c(C(CC)=NCc2cc(OC)cc(OC)c2)c(=O)[nH]c1=O | 1 | 1% | 2% | 4% | -11 | -10% | ? |
| COC(=O)CSc1nnc(-c2cccnc2)n1-c1cccc(OC)c1 | -2 | 20% | -19% | 0% | -4 | -6% | 18% |
| Cc1c(Cl)cccc1NC(=O)CSCc1cc(=O)[nH][nH]1 | -3 | -2% | -2% | 4% | -3 | -35% | ? |
| Cc1ccc(S(=O)(=O)C(C#N)c2nc3ccccc3nc2N2CCCC2)cc1C (stereo not drawn) | -2 | ? | -10% | 4% | 8 | -32% | ? |
| COC(=O)c1ccc(OCC2c3cc(OC)c(OC)cc3CCN2C(C)=O)cc1 (stereo not drawn) | 4 | ? | 0% | -16% | -12 | 102%[activator] | ? |
| C/C(CCC(C)C)=N\Nc1cc(C)c2ccccc2n1 | 7 | ? | -1% | 1% | 2 | -10% | 17µM* |
| Cn1c(=O)c2c(ncn2CC(=O)N/N=C/c2cn[nH]c2-c2ccc(F)cc2)n(C)c1=O | 7 | 11% | -9% | 1% | 3 | -30% | ? |
| Cc1c(-c2ccccc2)oc2c(C(=O)N3CCN(c4ccccc4F)CC3)cccc2c1=O | -4 | 8% | 0% | 1% | -8 | -17% | -5% |
| CCn1c(COc2ccc(C)cc2)nnc1SCC(=O)C(C)(C)C | -1 | ? | -25% | 3% | -7 | 74%[activator] | -3%[5.75 µM] |
| Clc1ccc(Nc2ccc(-n3ccnc3)nn2)cc1Cl | 2 | 2.6µM* | 3% | 2% | 22 | -31% | 1.9µM* |
| Cc1cccc(N(C(=O)c2csnn2)C(C(=O)NC2CCCCC2)c2ccncc2)c1 (stereo not drawn) | -2 | -4% | 2% | -6% | -3 | 13% | 11% |
| O=c1[nH]c(CN2CCCCC2)nc2c1C1(CCCCC1)Cc1ccccc1-2 | 1 | -7% | 0% | -1% | 16 | -10% | 10% |
| COc1ccc(CN2CCN(C(=O)c3ccco3)CC2)cc1OCc1ccccc1 | -1 | ? | -10% | 1% | -4 | 44% | 0.093µM* |
| O=C(O)c1ccccc1NCc1ccco1 | -4 | 0% | 0% | -3% | -8 | -22% | 1% |
| O=C(COC(=O)/C=C/c1ccc(Br)o1)Nc1ccccc1F | 0 | 6% | . | 5% | 2 | -31% | 11% |
| COC(=O)CCC(C)N1CCC(Oc2ccc(C(=O)N3CCCC3)cc2)CC1 (stereo not drawn) | -2 | -8% | 8% | -4% | -14 | -9% | ? |
| Cc1cccn2c(=O)nc(SCC(=O)N3CCCC3)nc12 | . | 14% | -2% | . | . | ? | 24% |
| CCOP(=S)(OCC)Oc1cc(C)oc(=O)c1Cl | 0 | 65%[activator] | ? | 11% | -2 | -17% | -4% |
| O=C(NC(=S)Nc1nc(-c2ccc(Cl)cc2)cs1)c1cccs1 | -6 | -3% | -17% | 0% | 18 | -29% | 50%[activator] |
| C/C(=C/Cc1c(O)cc2oc(C)cc(=O)c2c1O)COC1OC(CO)C(O)C(O)C1O (stereo not drawn) | -5 | 12% | 2% | 0% | -16 | -14% | 15% |
| NC(N)=Nc1nc(C2COc3ccccc3O2)cs1 (stereo not drawn) | 37* | -54% | -1% | -3% | 75* | -50% | 0% |
| CCCC1(C(=O)OC)NC(c2cccc(F)c2)C2C(=O)N(CC)C(=O)C21 (stereo not drawn) | 9 | -4% | 3% | -4% | -25 | -8% | 107%[activator] |
| COCCn1c(SCC(=O)Nc2ccc(NC(=O)c3ccco3)c(OC)c2)nc2ccccc2c1=O | -4 | -2% | 1% | 5% | -18 | -9% | . |
| CN1c2ccccc2N(C)C1c1c(O)ccc2ccccc12 | -2 | 16% | -1% | -2% | -3 | -17% | 6% |
| COCCNC(=O)c1onc(CSc2ccc(Cl)cc2)c1C(=O)O | 1 | 10% | -5% | 2% | -3 | -15% | 137%[activator] |
| Cc1cccc(C)c1Nc1nnc(SCc2cn3cccc(C)c3n2)s1 | -1 | ? | -4% | -1% | -29 | -10% | 10µM* |
| Cc1nc2ccc(S(=O)(=O)NC(C(=O)NCc3ccc4c(c3)OCO4)C(C)C)cc2s1 (stereo not drawn) | -5 | . | -3% | 14% | -11 | -5% | -3% |
| CSc1ncccc1C(=O)OCC(=O)NCCC1=CCCCC1 | . | 8% | -17% | . | . | 1% | 66%[activator] |
| COc1ccc(CNC(=O)COC(=O)CCCOc2ccc(Cl)cc2Cl)cc1OC | 6 | -11% | 0% | 0% | 16 | 161%[activator] | 20% |
| CCN(CC)CC(O)CN1c2ccccc2Sc2ccccc21 (stereo not drawn) | 1 | -4% | 0% | 2% | -6 | 17% | ? |
| COc1ccccc1NC(=O)/C=C/c1cc([N+](=O)[O-])ccc1OC(F)F | -5 | 14% | -7% | 5% | -2 | -28% | 45%[activator] |
